# Compound activity (PubChem)
# TDP1 block = TDP1 (human) enzyme inhibition. Q9NUW8. recombinant TDP1, AlphaScreen DNA substrate cleavage. Potency, µM (titrated, usually from 130 µM), for inactives: top-dose activity change, negative = inhibition, most hits filed as inhibitors. actives 0.28% (n = 350,000); further: nearly all actives have a fitted effect of over 40% in size
# Target sequence (Q9NUW8 whole entry, looked up): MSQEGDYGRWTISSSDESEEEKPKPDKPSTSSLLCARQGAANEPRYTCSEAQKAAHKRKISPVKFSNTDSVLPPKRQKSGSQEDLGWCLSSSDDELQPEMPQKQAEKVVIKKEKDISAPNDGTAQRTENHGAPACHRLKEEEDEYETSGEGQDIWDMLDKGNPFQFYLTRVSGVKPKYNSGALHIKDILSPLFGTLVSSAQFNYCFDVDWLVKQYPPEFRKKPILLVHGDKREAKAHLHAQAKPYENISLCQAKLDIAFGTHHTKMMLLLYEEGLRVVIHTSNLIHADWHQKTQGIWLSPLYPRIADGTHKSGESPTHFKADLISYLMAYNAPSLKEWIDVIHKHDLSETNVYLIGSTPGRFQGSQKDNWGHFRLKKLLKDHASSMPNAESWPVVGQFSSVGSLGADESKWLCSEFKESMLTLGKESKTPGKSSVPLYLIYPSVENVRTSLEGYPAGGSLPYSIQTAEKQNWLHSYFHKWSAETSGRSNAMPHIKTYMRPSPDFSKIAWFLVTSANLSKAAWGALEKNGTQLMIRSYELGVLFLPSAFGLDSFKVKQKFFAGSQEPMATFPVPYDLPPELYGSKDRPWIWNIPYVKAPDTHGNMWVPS
#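 Signal: AlphaScreen proximity between streptavidin donor and anti-FITC acceptor beads on intact substrate. Reaction: Tdp1 1 nM, substrate 15 nM final, 5 min RT after 15 min compound preincubation.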
# DT40 TDP1 no CPT = qHTS for Inhibitors of human tyrosyl-DNA phosphodiesterase 1 (TDP1): qHTS in cells in absence of CPT; Potency, µM (doses to about 46.2 µM), without a hit: at the top dose activity change, negative = growth inhibition, most hits filed as inhibitors; DT40 Tdp1-/- hTDP1 cells, no CPT, ATP luminescence, 48 h; actives 15% (n = 420,000); AID 686978, 2013; further: nearly all actives have a fitted effect of over 55% in size
#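 Chicken DT40 Tdp1-/- cells complemented with human TDP1, screened without camptothecin (DMSO vehicle only), 400 cells/well. Compounds pin-transferred, cells incubated at 37 °C for at least 48 hr. Growth read as ATP-dependent luminescence (CellTiter-Glo, 30 min at RT).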
# DT40 TDP1 CPT = DT40-hTDP1 cell growth loss with CPT. actives 12% (n = 420,000). AID 686979. Potency, µM (top dose mostly 46.2 µM), inactives show at the highest dose activity change, negative = growth inhibition, hits mostly inhibitors. chicken DT40 Tdp1-/-;hTDP1 cells + 20 nM CPT, ATP luminescence, 48 h; further: nearly all actives have a fitted effect of over 55% in size
#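 Chicken DT40 Tdp1-/- cells stably complemented with human TDP1 were seeded at 400 cells/well in medium containing 20 nM camptothecin, exposed to pin-transferred compounds, and grown at 37 °C for at least 48 hr. Viability was read as ATP luminescence.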
# * = called active by the depositor; ? = inconclusive; / = no result given; [ ] = dose if it differs, or a comment. The call rests on the fitted dose curve; in most records, active means well fitted curve in the direction sought with a large enough effect; inconclusive means small, poorly fitted or top-dose-only effect, or another doubt; inactive means no such curve, though single readings can be large; an effect the other way counts as inactive or inconclusive. On the % scale 0 is the no-effect control and ±100 the full control effect; potency means the concentration at half of the fitted maximal effect.
mol | TDP1 block | DT40 TDP1 no CPT | DT40 TDP1 CPT
O=C(/C=C/NNC(=O)c1ccc(Cl)cc1)c1ccccc1 | 2.3% | ? | ?
COc1ccc(S(=O)(=O)Nc2nccs2)cc1OC | -2.6% | 4.4% | 1.0%
COc1ccc(N(CC(=O)Nc2cccc(Cl)c2C)S(=O)(=O)c2c(C)nn(C)c2C)cc1 | 0.0% | ? | ?
Cc1cc(NS(=O)(=O)c2ccc(NC(=O)/C=C/c3ccc(Br)cc3)cc2)no1 | 6.1% | -25.0% | -20.8%
COc1cc(/C=N/n2c(-c3n[nH]c4c3CCC4)n[nH]c2=S)cc(OC)c1O | / | -17.9% | 17.2%
CCOc1ccc(N(CC)S(=O)(=O)N2CCCC(C(=O)Nc3cc(Cl)ccc3C)C2)cc1 (stereo not given) | 7.7% | 16.4µM* | 20.6µM*
CSc1ncnc2c1ncn2CCCNCCCN1CCCC1=O | / | 1.6% | 5.0%
COc1ccccc1CNc1ccc(-c2nc(-c3ccncc3)no2)cc1[N+](=O)[O-] | 0.0% | -14.9% | -15.7%
Cn1c(=O)[nH]c2c(Cl)nccc21 | 2.7% | 21.5% | 7.6%
CN(C(=O)c1ccc2c(c1)CCO2)C(C)(C)C | / | -6.4% | -9.3%
Cn1c(-c2ccc([N+](=O)[O-])cc2)nc2ccccc21 | 0.0% | -20.5% | 11.9%
CC(C)CCn1c(Br)nc2c1c(=O)n(CC(N)=O)c(=O)n2C | 1.9% | -25.3% | -12.6%
CC(=O)Oc1ccc(NC(=O)CSc2ccccc2)cc1 | 1.1% | ? | ?
O=S1(=O)C=C(Sc2nc3ccccc3s2)c2ccccc21 | 6.5% | 0.651µM* | 0.82µM*
Cc1cccc(Oc2sc(C(=O)c3ccccc3)c(N)c2C#N)c1 | 6.4% | ? | ?
Cc1nc2n[nH]c(N)c2c2c1CCCC2 | / | -22.9% | 4.1%
COC(=O)C1CCN(C(c2ccccc2)c2sc3nc(-c4ccco4)nn3c2O)CC1 (stereo not given) | 2.6% | -15.1% | 9.1%
Cc1c(Cl)c([N+](=O)[O-])nn1CCCC(=O)NC1CCCCC1 | -2.6% | -15.0% | 5.3%
CCN(CC)C(=O)CSc1nnc(COc2ccccc2)n1CC | 0.0% | -12.9% | -5.5%
Cc1ccc(S(=O)(=O)N2[C@@H](c3ccc(F)cc3)C(C(=O)O)=CC[C@H]2c2cccc(C)c2)cc1 | / | 3.9% | 7.3%

# Continuation:
mol | TDP1 block | DT40 TDP1 no CPT | DT40 TDP1 CPT
COc1ccc(N2CCN(C(=O)c3ccc(CSc4ccccc4)cc3)CC2)cc1 | 0.0% | -25.9% | -8.3%
CC(C)(C)c1ccc(C(=O)N2CCC(c3noc(-c4ccc(S(=O)(=O)N5CCCC5)cc4)n3)CC2)cc1 | -7.0% | 18.4µM* | 20.6µM*
O=CN1Cc2ccccc2-c2ccccc2C1 | / | -19.7% | -6.7%
Cn1cnnc1SCNC(=O)C(F)(F)F | 2.1% | -13.6% | -3.6%
CCC(=O)c1ccc(OCC(O)CN2CCN(S(=O)(=O)c3ccc(NC(C)=O)cc3)CC2)cc1 (stereo not given) | / | -15.3% | -25.6%
C=CCN1C(=O)CSc2ccc(C(=O)N3CCC(C)CC3)cc21 | 7.3% | -21.1% | -4.3%
CN1Cc2ccccc2N(CC(=O)NCc2ccccc2)C1=O | -1.2% | -24.3% | -2.7%
Cc1ccc2nc(Cn3cc(C(F)(F)F)ccc3=O)cc(=O)n2c1 | 0.0% | -16.5% | 6.3%
COc1cccc(Cn2c(=O)c(-c3cccc(Cl)c3)nc3cncnc32)c1 | / | -17.9% | -24.8%
CNC(=S)Nc1ccc(Nc2ccccc2)cc1 | 7.5% | -18.1% | -26.0%
Cc1ccc(S(=O)(=O)N(C)C)cc1NC(=O)COC(=O)c1ccc2c(c1)OCCO2 | 2.7% | ? | -23.7%
NC(=O)c1ccc(NS(=O)(=O)c2ccc3ccccc3c2)cc1 | / | -19.9% | -6.5%
CCOc1ccccc1N(CC(=O)NCc1ccco1)C(=O)CCC(=O)Nc1nccs1 | 2.8% | -14.3% | -0.3%
CC1(C)CC(=O)C(=Cc2cn(-c3ccccc3)nc2-c2ccc(Cl)cc2)C(=O)C1 | -1.9% | 20.6µM* | 9.2µM*
COCOCCn1cc(CN2CCS(=O)(=O)N(Cc3ccc(-c4ccc(C)cc4)cc3)C(C(C)C)C2=O)nn1 (stereo not given) | / | ? | ?
COc1ccc(CCNC(=O)c2cc(S(=O)(=O)N(C)C)ccc2N2CCCC2)cc1OC | 2.4% | -11.9% | -19.1%
Cc1ccc(/C=N/N2CCN(Cc3cccc4ccccc34)CC2)o1 | 10.7% | ? | -22.5%
COc1ccc(Cc2nnc(NC(=O)C3CC(=O)N(c4ccc(OC)cc4)C3)s2)cc1 (stereo not given) | 2.4%[0.0935 µM] | 2.7% | 2.9%
CCOc1ccccc1C(=O)N[C@H](C(=O)OCc1cc([N+](=O)[O-])cc2c1OCOC2)C(C)C | -2.7% | 16.4µM* | ?
NS(=O)(=O)c1ccc(-c2ccc(/C=C3\C(=O)Nc4cc(Cl)ccc43)o2)cc1 | 3.7% | 0.0% | -22.0%

# Reprinted from the part before: five compounds, then new ones.
mol | TDP1 block | DT40 TDP1 no CPT | DT40 TDP1 CPT
COc1ccc(CCNC(=O)c2cc(S(=O)(=O)N(C)C)ccc2N2CCCC2)cc1OC | 2.4% | -11.9% | -19.1%
Cc1ccc(/C=N/N2CCN(Cc3cccc4ccccc34)CC2)o1 | 10.7% | ? | -22.5%
COc1ccc(Cc2nnc(NC(=O)C3CC(=O)N(c4ccc(OC)cc4)C3)s2)cc1 (stereo not given) | 2.4%[0.0935 µM] | 2.7% | 2.9%
CCOc1ccccc1C(=O)N[C@H](C(=O)OCc1cc([N+](=O)[O-])cc2c1OCOC2)C(C)C | -2.7% | 16.4µM* | ?
NS(=O)(=O)c1ccc(-c2ccc(/C=C3\C(=O)Nc4cc(Cl)ccc43)o2)cc1 | 3.7% | 0.0% | -22.0%
Clc1ccc(-c2cc3ccccc3[nH]2)cc1 | -3.9% | 4.4% | 6.6%
CCN(CC)C(=O)Cn1c(=O)cc(C)c2c(C)nn(-c3cccc(Cl)c3C)c21 | 4.5% | 11.6µM* | 14.6µM*
CNC(=S)NNC(=O)c1ccc2c(c1)OCO2 | 3.6% | 4.1% | 0.5%
CCOC(=O)c1nn(-c2ccc(C)cc2)cc1C(=O)c1ccccc1 | -1.1% | -23.0% | -12.3%
CCOC(=O)c1c(S(=O)(=O)N2CCC(C(=O)NCc3ccc(F)cc3)CC2)c(C)n(C)c1C | 3.4% | -12.1% | -19.5%
O=C(Nc1cc(C(F)(F)F)ccc1Cl)c1cc(-c2cccs2)nc2ccccc12 | / | -28.8% | -11.3%
COC(=O)CCCC[C@@H]1SC[C@@H]2NC(=O)N[C@@H]21 | 26.2% | -6.8% | 2.2%
COc1ccc(-c2[nH]nc3nc(-c4cc(Br)ccc4OC)cc(C(=O)O)c23)cc1 | -9.1% | -2.6% | 1.0%
O=[N+]([O-])c1ccc(NCCCO)c(C(F)(F)F)c1 | -3.2% | -14.2% | 3.1%
Cc1ccc(OCCCC(=O)Nc2ccc(S(N)(=O)=O)cc2)cc1 | -7.9% | -28.2% | -1.5%
Cc1cc(C)cc(NC(=O)CSCc2nc3c(nnn3Cc3ccc(F)cc3)c(=O)[nH]2)c1 | / | -7.1% | -13.6%
Cc1cc(NC(=O)CCC(=O)N(CC(=O)NC2CCCC2)c2ccccc2)no1 | 2.5% | -22.3% | -1.2%
CN1C(c2ccccc2)=NO[C@]1(C)c1ccccc1 | / | -7.3% | 1.3%
CN1CCC(CC(C(=O)N2CCCC2)(c2ccccc2)c2ccccc2)C1 (stereo not given) | / | ? | 23.1µM*
Cc1csc(=Nc2cccnc2)n1CC1CCCCC1 | 4.5% | -13.2% | 17.7%
O=C(OCC(=O)N1CCN(c2ccccc2)CC1)c1cccc(Cl)c1 | 0.0% | -14.1% | -11.1%
CSc1ccccc1N1CCN(C(=O)Nc2ccc3c(c2)NC(=O)CO3)CC1 | -2.0% | ? | ?
O=C1CSC(c2ccc(F)c(F)c2)N1c1ccccc1F (stereo not given) | / | 8.7% | -3.8%
O=C(NNC(=O)c1nn(-c2ccc(F)cc2)ccc1=O)c1ccccc1Cl | 3.8% | -4.4% | -1.6%
CCOC1=C2CN(S(=O)(=O)c3ccc(C)cc3)[C@H](c3cccc(Cl)c3)C[C@@H]2N(S(=O)(=O)c2ccccc2[N+](=O)[O-])[C@H](c2ccccc2)C1 | / | -6.5% | -4.8%

# (list continues)
mol | TDP1 block | DT40 TDP1 no CPT | DT40 TDP1 CPT
OC[C@H]1O[C@H](OC[C@H]2OC(O)[C@H](O)[C@@H](O)[C@@H]2O)[C@H](O)[C@@H](O)[C@@H]1O (stereo not given in full) | / | -1.3% | -15.6%
Cn1cc(S(=O)(=O)N2CCN(Cc3ccccc3)CC2)c(=O)n(C)c1=O | 6.2% | ? | 4.9%
COc1cc2ccccc2cc1C(=O)Nc1ccc2oc(-c3cccc(C)c3)nc2c1 | 0.4%[12.3 µM] | ? | ?
COc1cc(/C=N/NC(=O)COc2cc(C)cc(C)c2)ccc1OS(=O)(=O)c1ccc(C)cc1 | 0.0% | 6.51µM* | 16.4µM*
COc1ccc(F)cc1S(=O)(=O)NCCc1sc2nc(-c3ccc(F)cc3)nn2c1C | 0.0% | ? | ?
Cn1c(CC(=O)Nc2ccc(Cl)c(Cl)c2)nnc1SCC(=O)NCc1ccccc1 | 5.0% | -4.2% | -7.3%
CCOc1ccc(N(CC(=O)Nc2ccc(C)cc2)S(C)(=O)=O)cc1 | 1.4% | -10.6% | -5.5%
CN1C(=O)[C@@H]2[C@@H]3C[C@@H]([C@H]4ON=C(c5ccccc5OCC#N)[C@@H]34)[C@@H]2C1=O | 2.6% | 5.1% | -2.8%
CCOC(=O)CN1C(=O)NC2NC(=O)NC21 (stereo not given) | 9.8% | 4.5% | 3.0%
CCN(CC)S(=O)(=O)c1ccc(O)c(NC(=O)c2cc(-c3cc(OC)c(OC)c(OC)c3)nc3ccccc23)c1 | -1.3% | 20.6µM* | ?
O=C(Nc1ccc(Cc2ccncc2)cc1)c1cc(F)c(F)cc1Cl | -2.8% | -17.0% | -4.0%
O=C(CSc1nnc(-c2ccccc2)o1)N1CCN(c2ccccc2)CC1 | 8.2% | -14.2% | -7.3%
CCOC(=O)N1C2C=C(C)[C@@H]2[C@@H]2CC(=O)N21 (stereo not given in full) | 5.3% | -1.4% | -16.3%
O=C(Nc1ccc(Br)cc1)N1CCCCC1 | -1.2% | -22.2% | -21.3%
Cc1ccc(S(=O)(=O)NCCSCc2ccccc2)cc1 | 5.2% | -24.2% | 6.5%
COCCn1c(N)c(N(Cc2ccccc2)C(=O)COc2ccccc2F)c(=O)[nH]c1=O | 1.4% | -1.3% | 9.0%
CC1CCN(C(=O)COc2coc(CN3CCc4ccccc43)cc2=O)CC1 | / | -7.4% | -11.9%
COc1ccc(N2CCN(C(=O)CNC(=O)Cc3ccccc3)CC2)cc1 | 4.7% | 1.2% | -2.9%
Cc1onc(C(=O)N2CCOCC2)c1[N+](=O)[O-] | 1.1% | 1.4% | -5.5%
COC(=O)C[C@H]1c2cc(C(F)(F)F)ccc2S(=O)(=O)N1C(C)(C)C | / | ? | ?

# Later entries
# Under each structure – TDP1 block	DT40 TDP1 no CPT	DT40 TDP1 CPT
- O=C(COC(=O)c1cccc(S(=O)(=O)Nc2ccc(F)cc2)c1)NCCN1C(=O)CSC1=O
 : 0.3%	-10.3%	4.9%
- Cc1ccccc1NC(=S)N1CCCC(c2nc3ccccc3[nH]2)C1 (stereo not given)
 : 0.0%	-11.0%	19.7%
- COC(=O)c1ccc(C(=O)N(C)C2CCCN(Cc3ccccc3F)C2)cc1 (stereo not given)
 : /	-2.5%	-2.9%
- CC(=O)Nc1cccc(OC(=O)COc2ccc(Br)cc2)c1
 : 3.8%	1.1%	4.5%
- O=C(O)/C=C/C(=O)NNc1ccc([N+](=O)[O-])cc1
 : 6.0%	18.4µM*	20.6µM*
- CSCC[C@H](NS(=O)(=O)c1ccc(C(C)=O)cc1)c1nnc2ccccn12
 : 39.8µM*	6.6%	2.5%
- NS(=O)(=O)c1ccc(NC(=O)CSc2ncnc3ccccc23)cc1
 : -8.6%	?	?
- CCC(=O)N1c2nc(-c3ccco3)nn2C2(CCCCC2)[C@@H]2CCCC[C@@H]21
 : -0.5%	?	?
- O=C(Nc1cccc(O)c1)c1cc(-c2ccccc2F)no1
 : 7.8%	?	-25.5%
- Cc1cccc(C(=O)NCC(=O)OCc2cc(=O)n3nc(C4CCCCC4)sc3n2)c1
 : 5.8%	1.2%	1.5%
- COc1cc2ccccc2cc1C(=O)OCC(=O)NC1CCS(=O)(=O)C1 (stereo not given)
 : 0.0%	3.1%	1.6%
- CN(C)c1ccc(C(=O)NCCCSc2ccccc2)cc1
 : 8.2%	9.3%	-22.5%
- c1nc(N2CCCC2)c2[nH]cnc2n1
 : -2.6%	-9.6%	-7.2%
